MEP2-GFP yeast = modulators of TOR pathway MEP2-GFP in S. cerevisiae; 330,000 tested, 0.51% active; S. cerevisiae MEP2-GFP strain, flow cytometry GFP, 3 h; 100% = DMSO control level; AID 2016; GFP response vs DMSO, % at 10 µM;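 active = GFP response versus DMSO above a set limit, roughly screen mean plus 3 SD, cut at about 180% in these data; inconclusive = fewer than 70 cells counted for a yeast strain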;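 also: median GFP fluorescence of the barcode-gated MEP2-GFP cells per well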
AGP1 TOR yeast = yeast TOR pathway AGP1-GFP modulation. AID 2066. GFP response vs DMSO, % at 10 µM. S. cerevisiae AGP1-GFP multiplex flow cytometry, 3 h; GFP as percent of DMSO wells. 320,000 tested, 0.02% active;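 active = GFP response relative to DMSO above a set limit, near screen average plus 3 SD, cut at about 150% in these data; inconclusive = fewer than 70 cells counted for the yeast strain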;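 also: median GFP channel fluorescence of the gated AGP1 strain per well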
LAP4 TOR yeast = alters LAP4-GFP fluorescence in TOR pathway yeast screen. S. cerevisiae LAP4-GFP multiplex, flow cytometry GFP, 3 h; median GFP as percent of DMSO wells. GFP response vs DMSO, % at 10 µM. 320,000 tested, 0.34% active. AID 2023;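 active = GFP response vs DMSO above a set limit, about the screen mean plus 3 SD, cut at about 150% in these data; inconclusive = under 70 cell events counted for the yeast strain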
CIT2-GFP yeast = modulators of TOR pathway CIT2-GFP in S. cerevisiae; S. cerevisiae CIT2-GFP strain, flow cytometry, 3 h; 100 means same as DMSO wells; GFP response vs DMSO, % at 10 µM; 320,000 tested, 0.065% active; AID 2029;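 active = GFP response relative to DMSO above a set limit, near the screen mean plus 3 SD, cut at about 150% in these data; inconclusive = Fewer than 70 cells measured for a yeast strain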;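 also: ratio of well median GFP fluorescence to mean of DMSO wells on the plate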
RPL19A TOR yeast = modulators of TOR pathway RPL19A-GFP in S. cerevisiae; S. cerevisiae RPL19A-GFP strain, flow cytometry, 3 h; hits give low values; percent response vs DMSO, % at 10 µM; 330,000 tested, 0.3% active;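 active = percent response vs DMSO below 50%; inconclusive = fewer than 70 events counted for the yeast strain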;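 also: median channel GFP fluorescence of the barcoded RPL19A-GFP strain; ratio of sample median GFP to plate DMSO average so 100% = DMSO; lower means less RPL19A-GFP as with rapamycin TOR inhibition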
VLA-4 inh = inhibition in a human VLA-4 binding assay; VLA-4 expressing cells, ligand binding flow cytometry; inhibition, % (about 7 µM as worked out from the volumes in the protocol); 330,000 tested, 0.2% active; in the data active = inhibition above about 50%
Target sequence (P13612 whole entry, looked up): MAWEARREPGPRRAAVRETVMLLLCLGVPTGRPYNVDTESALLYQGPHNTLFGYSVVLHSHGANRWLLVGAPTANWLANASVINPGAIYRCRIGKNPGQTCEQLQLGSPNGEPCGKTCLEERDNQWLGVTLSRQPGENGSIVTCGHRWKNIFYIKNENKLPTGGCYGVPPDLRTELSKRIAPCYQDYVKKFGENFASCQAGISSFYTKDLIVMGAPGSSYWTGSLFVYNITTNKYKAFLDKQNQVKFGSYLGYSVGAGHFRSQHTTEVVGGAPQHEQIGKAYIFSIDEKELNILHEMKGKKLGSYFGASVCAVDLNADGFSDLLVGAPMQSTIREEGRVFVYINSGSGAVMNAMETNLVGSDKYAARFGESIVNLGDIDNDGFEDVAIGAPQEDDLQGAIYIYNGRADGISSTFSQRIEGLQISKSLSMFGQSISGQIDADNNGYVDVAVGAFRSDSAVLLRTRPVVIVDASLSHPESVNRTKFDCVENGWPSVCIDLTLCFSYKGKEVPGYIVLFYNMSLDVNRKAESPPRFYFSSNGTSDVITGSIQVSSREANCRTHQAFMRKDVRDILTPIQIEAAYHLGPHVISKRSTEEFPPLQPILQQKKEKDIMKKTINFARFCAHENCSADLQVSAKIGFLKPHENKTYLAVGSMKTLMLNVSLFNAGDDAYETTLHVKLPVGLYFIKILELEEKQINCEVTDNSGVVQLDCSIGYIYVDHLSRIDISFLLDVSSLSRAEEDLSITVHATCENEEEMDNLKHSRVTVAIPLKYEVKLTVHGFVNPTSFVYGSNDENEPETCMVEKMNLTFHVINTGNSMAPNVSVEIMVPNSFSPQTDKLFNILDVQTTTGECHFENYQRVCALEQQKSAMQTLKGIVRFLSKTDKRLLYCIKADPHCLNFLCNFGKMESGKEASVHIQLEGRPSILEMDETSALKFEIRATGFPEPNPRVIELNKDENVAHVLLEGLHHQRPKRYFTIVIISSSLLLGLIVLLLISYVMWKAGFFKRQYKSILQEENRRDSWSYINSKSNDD
GRK2 inh = human GRK2 inhibition via aptamer displacement | P25098 | bead flow cytometry, FAM-aptamer displacement from GRK2 | inhibition of aptamer binding, % at 10 µM | 330,000 tested, 0.59% active;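 active = inhibition of aptamer binding above 40%, roughly 3 SD of noise, on plates passing a quality check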;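 also: median bead fluorescence of bound FAM aptamer so fluorescent compounds give negative values; no value below 0 was filed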
GASC-1 inh = inhibitors of human GASC-1 (JMJD2C) demethylase; 330,000 tested, 0.069% active; AID 2099; inhibition, % at 2.35 µM; GST-JMJD2C(1-420) H3K9me3 demethylation, DELFIA europium;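 active = more than half of a compound's replicate wells show inhibition beyond 50%, single wells judged on their own value; inconclusive = some, but no more than half, of replicates pass 50% inhibition; inactive = no replicate passes 50% inhibition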;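 also: signal counts dimethyl H3K9 product captured on neutravidin plate; 0% = median of DMSO wells and 100% = 0.3 times that DMSO median; strong numbers were not always called active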
Numbers without * were called inactive; i = inactive; ? = inconclusive; · = no result given; & = joins results of further samples; [ ] = dose if it differs, or a comment.

SMILES	MEP2-GFP yeast	AGP1 TOR yeast	LAP4 TOR yeast	CIT2-GFP yeast	RPL19A TOR yeast	VLA-4 inh	GRK2 inh	GASC-1 inh
COc1ccccc1NC(=O)CSc1ccc2nnc(-c3ccc(C)cc3)n2n1	111.7	103.7	98.2	97.7	100.0	7.4	1.0	-12.6
COC(=O)c1ccc(COC(=O)CNC(=O)c2ccco2)cc1	100.5	103.1	97.0	·	103.7	0.5	1.0	-7.8
CCOC(=O)N1CCC2(CC1)C(C#N)=C(N)Oc1n[nH]c(CSc3ccc(C)cc3)c12	111.9	99.3	105.3	103.1	102.9	-7.9	0.0	-3.2&-0.7
Fc1cccc(/C=N/Nc2ccc(Cl)nn2)c1	102.7	98.0	94.3	99.1	100.9	5.0	1.0	13.6
CN(c1ccccc1)c1ncccn1	104.4	97.8	102.8	99.5	102.0	6.9	1.0	-2.4
O=C(CN1C(=O)NC2(CCCCCC2)C1=O)NCc1ccc(F)cc1	105.8	101.7	92.7	105.8	101.9	-1.2	2.0	2.2
Cc1ccc2oc(-c3ccccc3)c(C(=O)O)c(=O)c2c1	84.9	97.2	101.1	91.4	98.8	9.3	3.0	-2.0
O=C(NCCN1CCOCC1)c1ccc(NC(=O)C2COc3ccccc3O2)cc1 (stereo not drawn)	98.7	102.9	94.3	99.1	96.7	5.7	0.0	12.1
C/C(CC(=O)NCCCN1CCOCC1)=N\NC(=O)COc1ccc(Cl)cc1	120.0	114.9	112.5	106.0	111.8	6.3	2.0	6.9
CC(=O)Oc1ccc(C(=O)Nc2nnc(C)s2)cc1	104.3	98.6	115.0	102.7	103.4	1.7	2.0	3.3
Cc1cc(C)c2nc(N(CCCN(C)C)C(=O)c3ccc4c(c3)OCCO4)sc2c1	97.0	95.2	102.4	88.4	96.2	25.0	0.0	?
CCOc1c(C)cc(S(=O)(=O)NCc2ccccn2)c(C)c1C	110.2	97.2	96.8	100.6	105.0	11.9	0.0	2.6
O=C(c1ccccc1)N(C(=O)c1ccccc1)c1ncnc2c1C(c1ccccc1)c1c(ccc3ccccc13)O2 (stereo not drawn)	93.3	101.5	105.0	107.1	101.3	2.1	3.0	-0.6
CN(CCCNC(=O)c1cc2c(=O)[nH]c3ccccc3c2n1C)Cc1ccccc1	90.6[may fluoresce violet]	?	129.4[may fluoresce violet]	?	31.0*[may fluoresce violet]	3.6	0.0	0.5
Cc1cc(OCCCCOc2ccc(S(N)(=O)=O)c(C)c2)ccc1S(N)(=O)=O	98.4	101.2	92.5	100.1	97.0	2.7	0.0	-3.9
CC(=O)Nc1ccc(S(=O)(=O)NNC(=O)c2cccc(Br)c2)cc1	93.4	99.3	100.8	100.7	95.8	-17.9	0.0	-2.3
O=C(NCC(=O)N(Cc1cccs1)C(C(=O)NC1CCCCC1)c1ccco1)c1cccs1 (stereo not drawn)	91.2	98.6	96.0	90.6	96.3	16.2	0.0	-1.1
CCOC(=O)C1=C(N)Oc2ccc3ccccc3c2C1c1ccc(O)cc1 (stereo not drawn)	103.1	100.7	100.8	102.5	98.7	5.2	0.0	15.3
N#C/C(=C\c1ccccn1)c1nc2ccccc2s1	752.5*	166.2*	634.2*	·	165.7	i	0.0	-29.0
CC(=O)c1ccc(NC(=S)N2CCN(S(=O)(=O)c3ccc(F)cc3)CC2)cc1	110.3	98.7	72.6	99.8	115.3	11.3	4.0	8.9
O=C(C1CCN(S(=O)(=O)c2cc(Cl)ccc2Cl)CC1)N1CCOCC1	93.2	91.5	96.9	89.3	93.4	-3.0	0.0	4.6
COc1cc(NC(=O)c2ccccc2)c(OC)cc1NC(=O)CN1C(=O)NC2(CCCCC2C)C1=O (stereo not drawn)	100.1	102.2	103.3	102.6	101.8	5.7	6.0	·
CN(Cc1cn(C)nc1-c1cccc(Cl)c1)CC1CCCCO1 (stereo not drawn)	100.7	103.0	98.3	103.9	97.8	1.0	0.0	-5.8
COc1cccc(/C=c2/s/c(=C(\C#N)C(=O)N3CCOCC3)n(-c3ccccc3)c2=O)c1	111.8	105.3	93.5	105.3	97.7	15.7	0.0	4.5
O=c1[nH]c2ccc(S(=O)(=O)N3CCCCC3)cc2o1	105.3	106.4	100.9	107.3	97.8	13.1	0.0	-2.5

Reprinted from the part before: 4 compounds, followed by the next part.
SMILES	MEP2-GFP yeast	AGP1 TOR yeast	LAP4 TOR yeast	CIT2-GFP yeast	RPL19A TOR yeast	VLA-4 inh	GRK2 inh	GASC-1 inh
COc1cc(NC(=O)c2ccccc2)c(OC)cc1NC(=O)CN1C(=O)NC2(CCCCC2C)C1=O (stereo not drawn)	100.1	102.2	103.3	102.6	101.8	5.7	6.0	·
CN(Cc1cn(C)nc1-c1cccc(Cl)c1)CC1CCCCO1 (stereo not drawn)	100.7	103.0	98.3	103.9	97.8	1.0	0.0	-5.8
COc1cccc(/C=c2/s/c(=C(\C#N)C(=O)N3CCOCC3)n(-c3ccccc3)c2=O)c1	111.8	105.3	93.5	105.3	97.7	15.7	0.0	4.5
O=c1[nH]c2ccc(S(=O)(=O)N3CCCCC3)cc2o1	105.3	106.4	100.9	107.3	97.8	13.1	0.0	-2.5
S=c1[nH]nc(-c2cccnc2)n1C1CCCCC1	101.5	102.4	101.6	108.1	105.2	9.3	0.0	-2.7
O=C(O)c1cccc(S(=O)(=O)Nc2ccc(OCc3ccccc3)cc2)c1	106.3	101.1	92.9	97.8	101.5	0.9	8.0	-2.8
CCOP(=O)(OCC)C1NC(=O)N(c2ccccc2)C1=O (stereo not drawn)	88.3	87.8	·	84.8	79.7	-2.2	3.0	-0.8
Cc1c(NC(=O)c2ccccc2N(C)S(=O)(=O)c2ccccc2)c(=O)n(-c2ccccc2)n1C	100.7	93.9	99.6	96.8	94.5	7.7	0.0	4.7
COc1ccccc1OCC(=O)Nc1ccc(S(=O)(=O)Nc2nccs2)cc1	109.5	101.7	99.7	106.2	103.5	-5.6	1.0	-11.7
Cc1ccc(-c2nnc(CSc3nnc(COc4ccccc4)n3-c3ccc(C)cc3)o2)cc1	100.5	100.1	100.9	94.1	92.1	7.7	3.0	-11.8&-4.1
O=C1CCC([N+](=O)[O-])C(c2ccccc2Cl)N1 (stereo not drawn)	104.9	103.1	98.8	98.3	101.3	1.1	2.0	-1.2
Cc1cc(=O)oc2cc(OC(C)C(=O)Nc3ccc(N4CCOCC4)cc3)ccc12 (stereo not drawn)	105.4	111.7	106.1	116.1	102.2	4.0	2.0	-2.2
CNC(=O)c1cc(C(=O)c2ccc(Cl)cc2)c(Br)[nH]1	108.0	105.8	100.7	102.8	105.9	7.8	0.0	9.2
COc1ccc(N2CCN(CCNC(=O)Nc3ccc(Cl)cc3)CC2)cc1	98.0	103.6	95.4	100.7	96.2	3.8	0.0	2.0
Cc1cccc2sc(NNC(=O)c3cc(-c4cccs4)nc4ccccc34)nc12	89.7	96.9	93.2	79.6	99.3	-17.9	2.0	-7.3
COc1ccc(NC(=O)c2cccc(N3C(=O)C4C5C=CC(C5)C4C3=O)c2)cc1Cl (stereo not drawn)	92.1	96.0	88.6	95.3	100.0	13.8	2.0	-10.2
Cn1cnnc1SCC(=O)Nc1ccc2nc(SCc3ccccc3Cl)sc2c1	106.5	103.3	104.1	95.4	97.3	3.7	0.0	2.1
O=C(C1CCC(Cn2c(=S)[nH]c3ccccc3c2=O)CC1)N1CCN(c2ccccc2)CC1 (stereo not drawn)	94.9	105.4	107.9	88.2	100.8	16.4	0.0	4.6
CC(=O)c1nn(-c2ccccc2)cc1C(=O)c1ccc(C)cc1	108.8	108.3	114.6	101.4	107.6	4.8	0.0	-3.7
c1ccc(-c2nnc(SCc3nc4ccccc4[nH]3)o2)cc1	99.1	99.0	108.2	99.3	101.9	13.0	2.0	5.3
Cc1c(N=C/C=C/c2ccccc2)c(=O)n(-c2ccccc2)n1C	104.3	102.7	103.4	95.3	96.5	11.4	2.0	46.1
COc1ccc(NC(=O)c2ccccc2NC(=O)CN2CCCCCC2)cc1	102.3	99.3	98.8	98.3	99.1	-5.2	0.0	·
c1ccc2c(c1)CCCN2Cc1nnnn1CC1CCCO1 (stereo not drawn)	99.9	102.8	92.6	101.9	96.5	6.4	0.0	-1.9
COc1ccccc1/C=C/C(=O)NC(=S)N(C)C1CCCCC1	95.0	97.7	91.8	94.8	93.3	13.9	0.0	5.9
COc1ccc(CC(=O)Nc2ccc(S(=O)(=O)N(C)C)cc2)cc1OC	100.8	97.5	·	95.4	97.2	5.0	2.0	37.4
Cc1cc(C)nc(-n2nc(C)c(C3(O)C(=O)Nc4ccc(F)cc43)c2N)n1 (stereo not drawn)	101.0	113.5	98.3	108.1	107.2	10.8	0.0	-0.6
CCc1noc(C)c1C(=O)Nc1nc2ccc(S(C)(=O)=O)cc2s1	94.8	112.0	109.2	101.6	98.9	2.4	0.0	-0.1
CCCc1sc(N)nc1-c1ccc(Cl)cc1	98.3	93.2	94.5	86.8	92.7	-9.4	2.0	8.2
Nc1nc(C(F)(F)F)cc(=O)[nH]1	99.6	117.5	111.2	102.1	101.8	0.8	0.0	-7.8

Next part:
SMILES	MEP2-GFP yeast	AGP1 TOR yeast	LAP4 TOR yeast	CIT2-GFP yeast	RPL19A TOR yeast	VLA-4 inh	GRK2 inh	GASC-1 inh
COC(=O)c1ccc(CSc2ncnc3c2oc2ccccc23)o1	102.7	99.1	104.4	97.9	99.9	0.6	1.0	?
COc1cc(Cl)c(NS(=O)(=O)c2ccc(-c3ccc(=O)[nH]n3)o2)c(OC)c1	104.0	99.0	98.0	103.0	100.4	5.6	10.0	-1.5
CC(Oc1ccc2oc3ccccc3c2c1)C(=O)NC12CC3CC(CC(C3)C1)C2 (stereo not drawn)	103.5	99.4	100.4	97.6	103.1	1.7	2.0	-2.1
Cn1cccc1/C=N/N1CCN(Cc2ccccc2Cl)CC1	96.6	102.6	106.1	98.0	95.1	-0.4	1.0	-0.7
CCn1c(SCC(=O)Nc2cccc(NC(C)=O)c2)nnc1-c1ccco1	98.8	96.4	92.6	96.4	95.1	-0.9	2.0	-2.4
Cc1cc2oc(=O)cc(CN3CCCCC3C)c2cc1Cl (stereo not drawn)	120.5	100.8	108.1	103.4	108.5	-6.6	1.0	-18.6
O=S(=O)(CCN1CCSCC1)c1ccccc1	97.3	106.4	123.8	107.2	98.5	1.5	1.0	-9.3
CC[N+](C)(CC)CCC/C(=N/O)C(O)(c1ccccc1)c1ccccc1	84.6	102.8	99.4	99.0	95.4	-0.5	3.0	-12.3
CCN(CC(=O)Nc1c(F)cccc1F)C(=O)c1ccc(COc2ccccc2)cc1	105.4	105.6	109.0	95.3	100.3	4.9	2.0	-2.4
Cc1ccc(S(=O)(=O)NC2=NCCCCC2)cc1	103.8	101.5	108.4	93.0	101.6	1.6	1.0	-2.5
Cc1cc(-c2nn(C)c(=O)c3ccccc23)ccc1CNC(=O)NC1CCCCC1	93.6	102.5	97.9	92.0	95.3	9.1	3.0	9.6
CC(=O)c1c(C)nn(CC(O)COc2ccc3ccccc3c2)c1C (stereo not drawn)	105.4	94.1	106.4	88.8	97.4	-0.7	1.0	-1.6
CCN(CC)c1ccc(/C=N/NC(=O)c2cccc(S(=O)(=O)N3CCOCC3)c2)c(O)c1	101.4	108.0	94.5	107.8	103.8	13.7	0.0	-30.7
Nc1nonc1-c1noc(CCCN2C(=O)c3ccccc3C2=O)n1	107.5	106.4	101.0	101.1	102.0	4.5	5.0	-57.7

Bioassay records as filed in PubChem BioAssay.
